HCT116 PTEN-null: suppresses growth of cells with PTEN deletion; viability, % at 10 µM; AID 827; HCT116 PTEN-null viability, CellTiter-Glo, 60 h; active compounds read low; 140,000 compounds, 1.2% hits;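 active = viability at or below a set limit, 4 SD under the median of all tested compounds, cut at about 3.7% in these data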;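 note: PTEN knockout HCT116 line with beta catenin targeted HCT116 as companion control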
Yeast life ext: extends the lifespan of yeast | S. cerevisiae growth with nicotinamide, OD615; deaD strain in restrictive glucose medium | inhibition of the nicotinamide effect, % at 10 µM | 130,000 compounds, 0.68% hits;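 active = inhibition above a set limit, placed 3 SD over the median of all compounds, cut at about 26% in these data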;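 note: 0% = nicotinamide-treated wells and 100% = cells grown without nicotinamide; some compounds called inactive have numbers as strong as hits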
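assay system = DeaD-strain S. cerevisiae | buffer or medium = restrictive glucose medium | reagent = 1.5 mM nicotinamide | compound = 10 µM single point, 0.25% DMSO | incubation = 48 h compound exposure at 30 °C, humidified | signal = OD615 measurement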
Phagocyt inh: macrophage phagocytosis inhibition; J774A.1 macrophage IgG-bead phagocytosis, imaging; inhibition, % at 5 µM; 110,000 compounds, 0.07% hits;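 active = inhibition above the mean of the plate negative controls plus 5 SD, cut at about 13% in these data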;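 note: phagocytic index as fraction of beads internalized from green versus red external bead signal; plate controls were DMSO negative control for no effect and cytochalasin-D positive control for full effect; some results beyond the cut were filed as inactive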
NPY Y2 blocker: NPY-Y2 (human) receptor antagonism; NPY-Y2 expressing cells, antagonist mode; inhibition, % at 2.7 µM; 140,000 compounds, 0.99% hits; in the data active = inhibition above about 17%;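 note: 0% = vehicle with agonist challenge and 100% = reference antagonist with challenge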
Target sequence (P49146 whole entry, looked up): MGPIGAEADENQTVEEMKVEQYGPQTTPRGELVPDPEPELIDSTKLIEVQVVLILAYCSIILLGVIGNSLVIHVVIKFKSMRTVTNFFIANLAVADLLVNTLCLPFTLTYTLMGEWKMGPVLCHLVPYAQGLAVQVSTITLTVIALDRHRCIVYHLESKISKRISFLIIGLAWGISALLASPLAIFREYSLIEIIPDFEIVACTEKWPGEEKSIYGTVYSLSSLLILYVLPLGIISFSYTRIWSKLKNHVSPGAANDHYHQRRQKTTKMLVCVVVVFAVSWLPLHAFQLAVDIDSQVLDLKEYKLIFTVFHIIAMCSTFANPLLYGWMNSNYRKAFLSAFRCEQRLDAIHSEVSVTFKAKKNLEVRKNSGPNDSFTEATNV
MRP-1 activ: activators of MRP-1. H69AR cells + doxorubicin, viability rescue, CellTiter-Glo. viability increase, % at 10 µM. 140,000 compounds, 0.61% hits. AID 799;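 active = viability gain under doxorubicin at or above a set limit, the compound median plus 3 SD, cut at about 4.7% in these data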;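 note: MRP-1 overexpressing cells given doxorubicin 25 µM after compound pretreatment; 18-22 h compound pretreatment then 72 h with doxorubicin before readout; 0% = doxorubicin-only wells and 100% = vehicle-treated cells without doxorubicin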
Measles CPE: protection of cells from measles virus | protection (pct of control), % at 4 µM | AID 841 | Measles virus-infected cells, CPE protection, absorbance | 140,000 compounds, 1.5% hits; in the data active = protection mostly above about 24%, no sharp cut-off; inactive = mostly below about 26%; note: some compounds called inactive have numbers as strong as hits
Yeast growth inh: yeast BB579 growth reduction in restrictive medium; S. cerevisiae BB579 growth, OD615, 48 h; 140,000 compounds, 0.51% hits; inhibition, % at 10 µM;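 active = inhibition above a set limit, 3 SD over the mean compound inhibition, cut at about 44% in these data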; note: inactives centre near -24
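Material: Saccharomyces cerevisiae DeaD strain BB579, replicative lifespan model yeast; buffer or medium: CSMM-D restrictive synthetic medium containing dextrose (glucose); compound: 10 µM single dose, DMSO 0.25%; timing: 48 h compound exposure at 30 °C after 4 h preincubation; signal: turbidity as optical density at 615 nm; benchmarks: positive control amphotericin B 10 µg/mL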
HCT116 bCat-KO: beta-catenin-lacking colon tumor cell growth suppression; AID 818; 140,000 compounds, 1.5% hits; HCT116 beta-catenin knockout viability, CellTiter-Glo, 60 h; active compounds read low; viability, % at 10 µM;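 active = viability at or under a set limit, the compound median less 4 SD, cut at about 6% in these data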;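 note: 0% = Hyamine 1622 control at 20 µM and 100% = untreated cell control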
GALR2 antag: GALR2 (human) receptor antagonism. inhibition, % at 4 µM. AID 828. O43603. GALR2-expressing cells, antagonist mode. 140,000 compounds, 0.39% hits; in the data active = inhibition above about 27%;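 note: cells stimulated with galanin 1-16 at roughly its EC80; 0% = agonist challenge control and 100% = basal control without agonist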
Target sequence (O43603 whole entry, looked up): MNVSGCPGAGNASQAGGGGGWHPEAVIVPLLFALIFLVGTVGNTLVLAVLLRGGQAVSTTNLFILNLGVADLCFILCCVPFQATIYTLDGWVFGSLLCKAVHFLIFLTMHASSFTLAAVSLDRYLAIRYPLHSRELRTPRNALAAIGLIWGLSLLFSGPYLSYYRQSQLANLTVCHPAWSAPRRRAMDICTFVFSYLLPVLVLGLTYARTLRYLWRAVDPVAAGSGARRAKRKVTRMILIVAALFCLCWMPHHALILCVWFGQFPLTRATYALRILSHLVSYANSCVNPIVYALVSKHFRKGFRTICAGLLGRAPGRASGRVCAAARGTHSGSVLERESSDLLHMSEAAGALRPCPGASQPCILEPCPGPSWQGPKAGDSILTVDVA
E-sel TNF inh: blocks E-selectin expression induced by TNF alpha | AID 1246 | 120,000 compounds, 0.71% hits | inhibition, % at 2 µM | HUVEC TNFa-induced E-selectin immunofluorescence, high content;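 active = inhibition above the batch mean plus 3 SD, and confirmed as a hit on visual image review, cut at about 43% in these data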;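 note: 0% = TNF-stimulated DMSO wells and 100% = unstimulated control wells; not every result past the cut was called active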
An asterisk follows results filed as active; nt = no result given; & = joins results of further samples. Hits appear at their usual frequency, and some 6.1% of all compounds hit somewhere here.

SMILES	HCT116 PTEN-null	Yeast life ext	Phagocyt inh	NPY Y2 blocker	MRP-1 activ	Measles CPE	Yeast growth inh	HCT116 bCat-KO	GALR2 antag	E-sel TNF inh
Cc1nc(-c2ccc(NC(=O)C3CCCCC3)cc2)cs1	88.9	-14.1	-1.2	2.0	-1.4	6.3	-24.3	95.1	1.2	-18.9
CCC(C(=O)O)N1C(=O)c2ccccc2C1=O (stereo not given)	100.3	-6.4	-0.4	1.4	-0.3	9.0	-34.2	102.9	15.4	4.4
CCCCCC(=O)Nc1nc(C)c(-c2csc(Nc3cc(Cl)ccc3OC)n2)s1	63.8	-1.4	0.7	1.3	-0.2	3.9	-37.1	86.1	-18.6	-11.7
CCN=C1SC(CC(=O)Nc2sc(C)c(C)c2C(=O)OC)C(=O)N1CC (stereo not given)	81.0	0.1	2.0	-0.8	-1.6	11.8	-6.4	87.1	-5.2	-0.3
Cc1ccc2nsnc2c1S(=O)(=O)NCc1cccnc1	81.4	-17.1	0.6	-0.1	-2.2	39.1*	0.2	87.9	-0.8	-44.2
O=C(Nc1cc(SCCO)cc([N+](=O)[O-])c1)c1ccco1	89.9	1.9	-3.8	0.7	-2.1	15.2	-35.4	87.5	-8.8	nt
CC(C)c1ccc(C(=O)NCCCN(C)C)cc1	97.7	5.2	-3.2	1.3	-1.6	15.2	-25.7	95.9	-7.5	7.7
COc1ccc(CCNc2oc(COc3ccccc3F)nc2C#N)cc1OC	71.8	-2.3	-0.4	5.4	-3.2	23.6	-22.5	87.7	-7.9	13.1
CN(Cc1cnn(C)c1)C(=O)c1cc2ccccc2oc1=O	104.1	-12.2	-1.3	3.5	0.6	9.5	-20.2	105.0	7.3	10.6
CN1CCN(C(=S)NCCc2ccccc2)CC1	99.1	-5.6	-0.5	-0.1	0.5	8.2	-19.0	93.9	5.2	10.6
COc1ccc(C2C(C(=O)NCCN(C)C)c3ccccc3C(=O)N2C)cc1OC (stereo not given)	95.1	-3.0	1.2	-1.2	-2.6	26.1	-10.1	87.2	8.7	nt
O=C(CCCN1C(=O)/C(=C\c2ccco2)SC1=S)Nc1cccc2ccccc12	41.5	6.6	0.7	1.9	-3.2	4.0	-6.9	33.0	9.3	nt
NC1=NC2(CCCCC2)N(c2ccc(F)cc2)C(N)=N1	90.3	nt	nt	0.4	1.0	15.0	-38.9	96.0	15.3	38.4
CCCn1c(SCC(=O)Nc2sc(C)c(C)c2C#N)nnc1C(C)C	92.0	-4.7	-1.3	3.3	-1.9	10.6	-11.0	92.0	7.5	-2.9
Cc1cc(F)c(F)c(C(=O)N2CCN(C)CC2)c1Cl	91.2	1.9	1.5	1.8	-1.6	8.5	3.1	95.2	-2.8	-10.1
C#CCOCCOCCOCCNc1nc(N2CCN(C(=O)Cn3cc(CCCN=C(N)N)nn3)CC2)nc(N2CCN(C(=O)[C@H](C)n3cc(CCCN=C(N)N)nn3)CC2)n1	100.3	6.6	nt	0.3	-0.8	5.4	-1.4	86.4	-8.7	-40.9
Cc1cccc(CCNC(=O)C2CCCN(S(=O)(=O)c3cnc[nH]3)C2)c1 (stereo not given)	94.9	-5.2	-0.2	0.3	0.7	6.9	26.5	104.5	1.2	nt
Cc1ccc(NC(=S)N(CCN2CCCCC2)Cc2ccco2)cc1	91.1	1.8	-3.1	3.7	-1.8	28.8	-23.3	68.7	-5.5	nt
CC(=O)N(CCCN1CCOCC1)Cc1ccncc1	108.7&97.1	-4.9	-0.3	0.4	2.0	56.6*	-24.5	94.9	16.0	7.2
COc1ccc(OC)c(N=C(C)C2=C(O)COC2=O)c1	74.1	-3.3	0.6	0.4	-4.7	5.5	-19.1	65.6	-1.9	-3.0
c1ccc(C2=Nn3c(nnc3-c3cccnc3)SC2)cc1	92.0	-6.5	-0.9	0.2	1.6	14.1	21.6	91.8	6.5	13.9
CN(C)C(CNC(=O)CN1C(=O)NC2(CCc3ccccc32)C1=O)c1ccco1 (stereo not given)	96.2	-4.9	-1.6	0.8	-2.0	1.1	-3.7	95.0	4.6	-11.2
COC(=O)c1[nH]c2cccc(Cl)c2c1NC(=O)CN1CCN(CCO)CC1	102.9	-6.3	0.3	0.9	-0.1	6.7	-51.4	108.4	-9.2	nt
COc1ccc(C2SCCN2S(=O)(=O)c2ccc(NC(C)=O)cc2)cc1 (stereo not given)	74.7	-9.3	2.5	1.9	-1.5	13.8	-57.1	58.4	-1.9	-1.6
CCc1cccc2c(C(=O)COC(=O)/C=C/c3ccc(O)c(OC)c3)c[nH]c12	27.1	-5.5	-13.1	-3.4	-4.8	13.1	-39.5	41.3	13.1	nt
O=C(N/N=C\c1cc(Br)cs1)C1COc2ccccc2O1 (stereo not given)	36.8	-4.9	0.0	3.0	-4.6	14.2	-29.0	31.4	8.1	-17.0
Nc1nc(-c2ccccc2)c(N=Nc2ccc(Cl)cc2)s1	87.5	-2.5	nt	-5.7	-3.2	13.4	-26.3	88.0	0.5	31.9
O=C(c1ccc2c(c1)OCO2)N1CCOCC1	95.6	nt	nt	-0.4	-1.3	2.1	-37.6	93.0	-3.9	13.9
COc1ccc(C2C(C#N)=C(/N=C/N3CCOCC3)OC3=C2C(=O)CC(C)(C)C3)cc1OC (stereo not given)	107.7	-7.2	-0.6	4.6	-1.1	9.5	-46.7	104.7	-15.2	-5.2
CCCc1cc(=O)[nH]c(SCC(=O)Nc2c(C)cccc2C)n1	102.1	-5.7	-0.6	2.1	-0.5	7.4	-41.4	94.4	-0.8	16.9
CCn1cc(C2=NOC(C(=O)Nc3cccc(C(C)=O)c3)C2)c(C)n1 (stereo not given)	83.1	0.5	-1.1	1.6	0.8	0.2	-18.3	76.5	13.0	-4.5
Cc1cc(C)c(S(=O)(=O)Nc2cccnc2)c(C)c1	102.3	-4.8	nt	4.2	0.8	11.3	6.8	94.2	2.5	-15.4
COc1ccc(C(=O)NN)cc1COc1ccc(Br)cc1	83.9	-21.4	nt	1.0	0.3	5.3	-42.9	89.9	-4.9	-1.5
CCC(C(=O)OCC(=O)Nc1cc(Cl)ccc1Cl)c1ccccc1 (stereo not given)	90.4	-5.8	-13.5	7.1	-2.4	13.8	-35.1	87.2	-22.1	nt
COc1ccc(/C=N/OCC(=O)NC(c2ccccc2)c2ccccc2)c(OC)c1	68.5	3.5	-2.5	6.9	-2.3	24.8	-18.1	76.2	-14.3	-4.9
O=C(NCc1ccc2c(c1)OCO2)C1CCC(CNc2c(N3CCCCC3)c(=O)c2=O)CC1 (stereo not given)	88.3	-2.7	-0.2	2.0	-1.4	6.5	-10.6	88.5	-2.7	nt
O=C(c1ccccc1F)N(Cc1ccc(F)cc1)C1CCS(=O)(=O)C1 (stereo not given)	106.8	-7.7	-3.2	2.4	-1.3	2.0	-20.7	100.0	5.7	13.6
O=C(COc1ccc(S(=O)(=O)NC2CCCCC2)cc1)N1CCN(c2cccc(Cl)c2)CC1	26.2	-3.1	3.9	1.5	-2.8	15.4	-16.7	22.4	3.2	-8.2
CC(C)CNC(=S)NC1CC2CCCC(C1)N2Cc1ccco1 (stereo not given)	94.7	-21.5	nt	2.1	-1.9	3.5	-49.8	96.3	-12.0	-5.5
O=C(CSc1nnnn1-c1ccccc1Cl)Nc1ccc2c(c1)OCCO2	95.2	-7.7	-0.2	0.9	-0.1	22.2	8.9	90.4	9.2	nt
CCOC(=O)C1CCN(C(=O)CN(c2ccc(OC)c(OC)c2)S(=O)(=O)c2ccccc2)CC1	98.7	-6.2	-1.8	1.7	-2.2	12.8	-35.5	97.9	8.8	nt
O=C1C(C=NCc2cccnc2)=C(O)c2ccccc21	79.5	-22.3	0.2	1.3	-2.4	5.5	-48.6	78.2	-9.0	nt
Cc1cccc(N=C2Sc3nc4c(C)c(C)ccc4cc3CN2CCN2CCOCC2)c1	54.8	-12.6	-1.1	8.8	-5.6	30.8*	99.3*	59.1	-14.7	-15.3
CCOC(=O)C1CCN(C(=O)C(C)Sc2ccc(Cl)cc2)CC1 (stereo not given)	97.2	nt	nt	10.6	0.6	2.7	-29.1	97.6	-0.1	9.3
CC(=O)Nc1ccc(C(=O)n2nc(C)cc2C)cc1	99.4	nt	-0.5	-1.3	-0.7	6.9	-19.6	91.0	18.6	9.0
COCC(=O)Nc1ccc(S(=O)(=O)Nc2ncccn2)cc1	91.8	-12.8	-0.7	1.8	-0.3	14.0	-28.1	99.0	-1.0	nt
CCN(CC)CCCNC(=O)CN1C(=O)CSc2ccc(S(=O)(=O)N3CCOCC3)cc21	98.5	6.6	-0.9	2.2	0.0	2.9	-67.0	95.4	1.0	0.3
CCOC(=O)C1=NOC(CNC(=O)C2=NOC(CNC(=O)c3c(-c4ccccc4Cl)noc3C)C2)C1 (stereo not given)	103.2	4.9	nt	-2.5	-0.3	36.9	-58.1	95.8	1.1	-19.1
COC(=O)C1=C(N)Oc2cc(C)n(CC3CCCO3)c(=O)c2C1c1ccc(Cl)c(Cl)c1 (stereo not given)	74.3	-0.5	-0.1	10.3	-0.1	11.2	-32.9	78.0	5.7	5.0
CC(C)C12CN3CC(C(C)C)(CN(C1)C3c1ccccc1O)C2=O (stereo not given)	83.0	-2.0	-0.7	6.8	-1.6	32.6	-17.5	77.7	1.9	9.6
NS(=O)(=O)c1ccc(CCNC(=O)c2ccccc2F)cc1	104.5	-6.5	-0.2	-0.8	-0.3	28.9	-37.5	103.3	26.0	nt
COc1ccc(N)cc1C#N	94.7	-10.2	-0.4	-1.6	-0.2	21.6	2.4	100.3	-2.2	-2.2
Cc1ccc(NC(=O)C2=C(O)CCn3c2nc2ccccc23)cc1	50.7	-17.7	-1.1	0.1	-2.6	2.2	-59.6	50.4	9.0	6.2
COc1ccccc1N1CCN(CC(=O)c2c(C)[nH]c3cc(C)ccc23)CC1	57.1	-6.5	-0.3	1.6	-4.4	13.1	-6.6	54.9	2.7	nt
OC(COC(c1ccc(Cl)cc1)c1ccc(Cl)cc1)CN1CCc2ccccc2C1 (stereo not given)	55.9	-2.2	0.3	8.9	-5.4	4.3	-43.8	62.2	2.3	-6.8
CCN(c1ccccc1)S(=O)(=O)c1ccc(Cl)c(NC(=O)COC(=O)c2ccc(Cl)c(N)c2)c1	87.8	4.0	-7.2	2.0	-0.9	2.8	-3.6	89.3	11.8	nt
CCCCNC(=O)Nc1nnc(-c2ccc(OCC)cc2)o1	80.4&83.2	-18.9	0.3	1.8	0.6	10.9	-22.4	72.5	-0.9	7.5
CCOC(=O)c1cc(-c2ccccc2)sc1NC(=O)c1cc(OC)c(OC)c(OC)c1	53.7	-3.0	nt	0.5	-2.7	1.2	-5.8	51.1	2.9	-23.6
